Bioassay records: PubChem BioAssay, several laboratories
Peg3 prom inh: Peg3 promoter-driven luciferase inhibitors, primary screen, cell-based, HeLa, luciferase luminescence; HeLa PEG-Prom luciferase reporter, overnight; 1.7% of 360,000 active; AID 588405, 2011; inhibition, % at 20 µM;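 active = inhibition of at least 50% at 20 µM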
KKLEB tox: cytotoxicity in KKLEB CF airway cells, primary screen, cytotoxicity control for CF NF-kB inhibitor project, cell-based, uHTS, fluorescence assay plates | KKLEB CF airway cells viability, ATPlite luminescence, overnight; hits give low values; cells stimulated with P. aeruginosa culture filtrate | activity change (cytotoxicity), % at 5 µM | 0.36% of 360,000 active | AID 602141, 2011;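 active = corrected activity change at or below -50% at 5 µM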
TRAIL sens C8: viability loss with TRAIL in NB7+C8 cells, primary screen, TRAIL sensitizer project, cell-based, ATPlite luminescence; inhibition (viability loss, TRAIL sensitization), % at 10 µM; 1% of 360,000 active;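 active = compounds causing at least 50% loss of cell viability in the single-dose screen, relative to plate controls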
CF NFkB block: inhibitors of PAF-induced NF-kB signaling, primary screen, cell-based, GFP fluorescence, uHTS; KKLEB NF-kB-GFP reporter, GFP fluorescence overnight; inhibition, % at 5 µM; 0.86% of 360,000 active; AID 588850, 2011;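 active = at least 50% inhibition at 5 µM, scaled per plate between neutral and stimulator controls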;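 also: PAF is a Pseudomonas aeruginosa culture filtrate used as stimulus; plate controls were PAF-stimulated DMSO wells for no effect and unstimulated DMSO wells for full effect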
EBV LMP1 NFkB: EBV LMP1-driven NF-kappaB luciferase reporter inhibitors, primary screen, cell-based, luminescence, single point; LMP1-induced NF-kappaB luciferase reporter cells; AID 504558, 2011; inhibition, % at 12.5 µM; 0.69% of 350,000 active; in the data active = inhibition above about 41%;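 also: 0% = neutral control wells and 100% = reference inhibitor control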
iPSC survival up: enhancers of single-cell hiPSC survival, primary screen, ATPlite luminescence. 100% = ROCK inhibitor wells, 0% = DMSO. survival enhancement, % at 20 µM. 0.044% of 360,000 active. AID 602274, 2012; in the data active = survival enhancement above about 18%;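 also: cells exposed to compounds for 16 hours before the ATP read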
NR2E3 ag-1: inhibitors of NR2E3-RetCOR corepressor binding, primary screen, NR2E3 agonist project, biochemical, TR-FRET, GST-NR2E3, biotin-RetCOR | AID 2300, 2010 | 0.12% of 320,000 active | Photoreceptor-specific nuclear receptor (Homo sapiens), Q9Y5X4 | inhibition of corepressor binding, % at 4.78 µM | 1536-well;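 active = percent inhibition above the cutoff of mean plus 3 SD of all tested compounds, set per screening campaign, cut at about 20% in these data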;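 also: 0% = DMSO wells and 100% = biotin wells as full block of FRET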
Target sequence (Q9Y5X4 whole entry, looked up): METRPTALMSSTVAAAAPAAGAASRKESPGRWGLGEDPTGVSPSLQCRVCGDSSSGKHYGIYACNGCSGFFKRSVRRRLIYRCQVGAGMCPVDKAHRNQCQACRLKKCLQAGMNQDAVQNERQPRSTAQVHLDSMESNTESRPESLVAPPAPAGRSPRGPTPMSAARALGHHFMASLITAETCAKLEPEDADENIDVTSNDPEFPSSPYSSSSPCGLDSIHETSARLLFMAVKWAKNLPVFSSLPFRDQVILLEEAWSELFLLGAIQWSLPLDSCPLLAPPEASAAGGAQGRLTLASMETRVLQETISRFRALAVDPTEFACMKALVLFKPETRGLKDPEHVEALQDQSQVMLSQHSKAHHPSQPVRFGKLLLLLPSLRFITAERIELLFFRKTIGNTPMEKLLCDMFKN
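System: GST-tagged NR2E3 plus biotinylated RetCOR corepressor; Buffer or medium: pH 7.5 Tris-based buffer; Probe or stimulus: RetCOR corepressor, biotinylated, 7 nM; Doses: compound at 4.8 µM, single dose; Schedule: 5 h incubation at 4 °C; Technique: time-resolved FRET; Evaluation: percent inhibition of TR-FRET ratio; Replication: one well per compound, singlicate testing.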
HIF-2a inh: HIF-2a reporter inhibitors, primary screen, luminescence, 786-0 RCC cells; 786-0 RCC cells HIF-2a reporter, luciferase luminescence, overnight; inhibition, % at 18.8 µM; 0.72% of 360,000 active; AID 624352, 2012;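 active = inhibition of the luminescence signal of 40% or more relative to plate controls, in a single-dose primary screen at 18.75 µM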
NR2E3 ag-2: NR2E3 agonists in two-hybrid cells, primary screen, cell-based, luminescence, CHO-S, Gal4-NCOR/VP16-NR2E3. Photoreceptor-specific nuclear receptor (Homo sapiens), Q9Y5X4. luciferase. inhibition of corepressor binding, % at 3.98 µM. 0.35% of 360,000 active. AID 602229, 2012;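 active = inhibition above the mean of all tested compounds plus 3 SD, cut at about 70% in these data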;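 also: 0% = DMSO with NR2E3 transfected cells and 100% = cells lacking NR2E3 construct; higher means lower luciferase signal from less NR2E3 corepressor binding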
Shn3 3UTR inh: reduction of Shn3 3'UTR firefly luciferase signal, primary screen, Schnurri-3 inhibitor project, cell-based, Clone20 osteoblasts, set 2. Clone20 osteoblast Shn3 3'UTR firefly luciferase, 24 h. inhibition, % at 12.5 µM. 0.52% of 360,000 active;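 active = mean inhibition of at least 75% with every replicate also reaching 75%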;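 also: 0% = median of neutral control wells and 100% = pilot-screen positive control compound; some compounds past the cut are filed as inactive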
MITF TRPM1 inh: inhibitors of MITF-dependent TRPM1 promoter reporter, primary screen, cell-based, SK-MEL-5, single point, luciferase | AID 488899, 2010 | inhibition, % at 12.5 µM | 0.83% of 330,000 active | SK-MEL-5 TRPM1 promoter luciferase, 24 h;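 active = mean inhibition across replicates of 60% or more, whatever share of single replicates reaches that level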; also: values of inactives mirror those of a sister screen read the other way
Starred values were filed as active, the others as inactive; . = no result given.

SMILES	Peg3 prom inh	KKLEB tox	TRAIL sens C8	CF NFkB block	EBV LMP1 NFkB	iPSC survival up	NR2E3 ag-1	HIF-2a inh	NR2E3 ag-2	Shn3 3UTR inh	MITF TRPM1 inh
CCC(O)(CC)C(=O)N(Nc1ccc(C)cc1)c1ccc(C)cc1	27	13	10	5	-1	-0.7	-2	16	-13	-5	0
NS(=O)(=O)c1ccc(CCNC(=O)COC(=O)COc2cccc(C(F)(F)F)c2)cc1	-10	9	8	11	-1	1.5	-3	5	-25	-1	-4
COc1ccc(Oc2ccc(C(F)(F)F)cc2NC(=O)CC(CC(=O)O)c2ccccc2)cc1 (stereo not given)	29	1	-17	4	.	-0.1	1	19	1	10	-21
O=C(O)CSC(NC(=O)c1cccnc1)(C(F)(F)F)C(F)(F)F	9	0	-9	-3	-32	1.2	1	7	-4	-8	-3
O=C(NC(Cc1c[nH]c2ccccc12)C(=O)O)c1cccs1 (stereo not given)	-1	10	12	-12	-8	1.9	1	7	-15	-32	10
COc1ccccc1OCc1ccc(C(=O)N/N=C/c2ccco2)cc1	-13	2	2	-2	4	0.2	3	15	-9	12	4
Cc1ccc(CN(C)CCc2ccccn2)cc1	10	-9	11	-8	1	6.7	0	5	-15	2	-4
Cc1[nH]c2ccc(C(=O)NCCCN3CCN(C)CC3)cc2c1C	-7	-7	-20	-12	2	-0.5	-2	5	1	-6	0
C/C=C\C(=O)Nc1cccc(C2=NOC3(C2)C[C@@H](C(N)=O)N(C(=O)CCCCC)C3)c1 (stereo not given in full)	8	2	12	-12	-2	20	0	10	-31	-13	-3
COc1ccc(NC(=O)CSc2nnc(Cc3cccs3)n2C)cc1	2	-16	-5	-18	-4	-0.3	-1	-4	-3	9	-2
Cc1cccc(OCCCCCN2CCOCC2)c1C	1	3	32	0	0	0.3	1	16	13	-4	-1
Cc1ccc(S(=O)(=O)N2CCCCC2)cc1NC(=O)c1ccccn1	33	-23	-3	8	-4	0.2	-1	11	1	2	4
CCN(CC)c1nc(C)c2c(c1C#N)CC(C)(C)OC2	-1	-10	4	5	-2	3.6	-1	2	8	9	5
O=C(CSc1nnc2sc3ccccc3n12)N1CCN(c2ccccc2)CC1	7	-2	-8	-17	-4	-1.0	-1	-6	-46	3	44
COc1ccc2c(c1)C(c1ccccc1)=NNC(c1ccco1)=N2	18	-17	-2	-2	0	6.7	4	-15	-2	-9	1
CCOCCCNC(=O)C(c1ccccc1)N(Cc1cccs1)C(=O)CNC(=O)c1ccccc1 (stereo not given)	9	9	-7	-11	0	-2.6	0	14	-1	-14	-7
O=C(c1cccc(NS(=O)(=O)c2cccc(F)c2)c1)N1CCN(c2ccccc2)CC1	12	1	-5	8	6	0.2	-2	16	-18	-39	-2
NC(c1csc(NC(=O)Nc2ccc(OC(F)(F)F)cc2)n1)C1CCCCC1 (stereo not given)	100*	-65*	85*	69*	.	-6.8	.	20	-13	17	.
COc1ccc2c(c1)C(=NN)c1cc(OC)ccc1-2	-96	-3	6	-15	-1	-0.6	0	-152	-62	-16	4
O=C(Cn1c2ccccc2c(=O)c2ccccc21)N/N=C/c1cc([N+](=O)[O-])ccc1N1CCCCCC1	12	-24	60*	17	20	-1.0	2	14	2	7	-13
O=C(N/N=C/c1cccc([N+](=O)[O-])c1)c1cnccn1	-12	4	-3	-51	0	-2.4	1	-40	10	-20	-7
CCOC(=O)c1c(C)[nH]c(C)c1S(=O)(=O)NC(CC)CN1CCOCC1 (stereo not given)	-10	-4	6	17	-8	0.0	2	10	6	-14	4
CCCCCn1c(=O)[nH]c2cc(C(=O)Nc3ccc(OC)cc3)ccc2c1=O	10	9	-16	-2	-6	-0.3	0	2	-38	7	-9
O=c1c2ccccc2n(Cc2ccc(Cl)cc2)c(=O)n1Cc1ccco1	20	5	9	9	-10	4.7	1	8	-37	4	10
COc1ccc(C)cc1-n1c(SCC(=O)Nc2cccc(C(=O)O)c2)nc2ccccc2c1=O	2	5	12	-13	6	0.0	2	9	18	18	1
Cc1cc(Cl)ccc1OCC(=O)NCCCCc1ccccc1	2	-21	5	-5	-5	1.5	-1	4	-23	10	-1
CSc1ccccc1Sc1cc(C(=O)O)c2ccccc2n1	13	-4	-3	-7	0	0.0	2	-1	-6	2	-4
CCOC(=O)C1=CN(Cc2cccc(F)c2)S(=O)(=O)N(C)C1c1ccc2ccccc2c1 (stereo not given)	11	6	13	6	-5	-0.2	.	6	-24	8	2
O=C(NCc1cccnc1)c1cc(C2CCCN(C(=O)CCCc3ccccc3)C2)on1 (stereo not given)	-7	-4	-1	-2	.	-2.1	.	-19	-40	23	.
COc1ccc(Nc2cc(=O)n(-c3ccccc3)c3c2c(=O)n(C)c(=O)n3C)cc1	10	-2	3	7	8	0.8	-3	27	-9	-10	-6
O=C(Cc1c(Cl)cccc1Cl)OCC(=O)N1CCN(C(=O)c2ccco2)CC1	14	-10	-2	0	3	1.3	2	14	18	-9	-1
CCOc1ccc(-c2nnc(NC(=O)Cc3ccc(OC)cc3)o2)cc1	-12	-7	34	12	-4	0.1	4	-20	-50	-3	-21
O=C(Nc1ccc(Br)c(Cl)c1)c1ccco1	-236	14	37	-7	-32	-1.6	-1	-290	-73	-80	-52
Cc1cc(OC(=O)c2cccc([N+](=O)[O-])c2)c(C)cc1CN1CCOCC1	0	-1	13	2	2	1.4	3	7	11	-7	7
CCN1CCN(c2ccc(S(=O)(=O)N3CCCCC3)cc2NC(=O)CCNC(C)=O)CC1	-6	3	-8	7	-5	-0.6	.	9	22	-11	-2
CCc1c(O)nc(SCC(=O)N(CC)CC)[nH]c1=O	3	0	-1	4	-2	0.8	0	20	-30	-5	-6
CCOc1ccc(NC(=O)CCSc2nc3c(c(CC)c2C#N)C(=O)CC(C)(C)C3)cc1	17	0	6	1	-4	4.6	-2	16	2	-3	-7
O=C(Nc1ccc(N2CCN(C(=O)c3ccco3)CC2)c(Cl)c1)c1cccs1	-2	-1	29	-15	14	1.4	2	-69	-11	26	-7
CSCCC(=O)N1CCCC(CO)(CCCc2ccccc2)C1 (stereo not given)	4	2	-3	-2	-5	0.1	-7	-10	8	4	1
O=C(Nc1ccc(F)cc1F)N1CCCCC1c1cccnc1 (stereo not given)	0	5	13	0	-10	0.4	-1	18	5	5	8
Cc1cc(C)nc(NS(=O)(=O)c2ccc(NC(=S)NC(=O)c3ccco3)cc2)n1	13	6	-1	6	0	3.3	0	13	-6	10	15
COc1ccc(Oc2c(C)oc3c(CN4CCOCC4)c(O)ccc3c2=O)cc1	9	-13	3	9	16	5.5	1	13	-5	-2	11
COc1ccc(CC(=O)OCCc2cc3cc(OC)c(OC)cc3c(=O)o2)cc1	22	17	-4	-8	0	-0.6	4	7	18	-1	2
O=C(NCc1ccccc1Cl)C(=O)c1cn(CC(=O)N2CCOCC2)c2ccccc12	-8	-3	1	-1	2	-0.5	2	6	-29	-6	-7
N#Cc1ccc(CSCC(=O)NN=C2CCCC2)cc1	6	-6	-2	10	-7	-0.5	2	12	-9	8	2
Cc1ccc(/C(O)=C2\C(=O)C(=O)N(CCN(C)C)C2c2ccccc2F)cc1 (stereo not given)	-1	-3	-4	9	3	1.5	-1	-12	-23	-33	5
CN(C)C(CNS(=O)(=O)c1ccc(Cl)cc1F)c1ccco1 (stereo not given)	-12	7	-18	-18	-2	1.1	.	2	21	6	3
Cc1c(C(=O)N2CCCC2)oc2c1-c1nn(CC(=O)NCCCN3CCCCC3)cc1CC2	6	-9	-1	-7	2	-0.7	2	0	-10	2	8
CC(C)C(c1nnnn1C1CCCC1)N1CCOCC1 (stereo not given)	8	4	-9	-2	-5	0.7	-1	16	-8	-4	0

Grouped by structure, the compounds so far containing four or more nitrogen atoms
SMILES	Peg3 prom inh	KKLEB tox	TRAIL sens C8	CF NFkB block	EBV LMP1 NFkB	iPSC survival up	NR2E3 ag-1	HIF-2a inh	NR2E3 ag-2	Shn3 3UTR inh	MITF TRPM1 inh
Cc1[nH]c2ccc(C(=O)NCCCN3CCN(C)CC3)cc2c1C	-7	-7	-20	-12	2	-0.5	-2	5	1	-6	0
C/C=C\C(=O)Nc1cccc(C2=NOC3(C2)C[C@@H](C(N)=O)N(C(=O)CCCCC)C3)c1 (stereo not given in full)	8	2	12	-12	-2	20	0	10	-31	-13	-3
COc1ccc(NC(=O)CSc2nnc(Cc3cccs3)n2C)cc1	2	-16	-5	-18	-4	-0.3	-1	-4	-3	9	-2
O=C(CSc1nnc2sc3ccccc3n12)N1CCN(c2ccccc2)CC1	7	-2	-8	-17	-4	-1.0	-1	-6	-46	3	44
NC(c1csc(NC(=O)Nc2ccc(OC(F)(F)F)cc2)n1)C1CCCCC1 (stereo not given)	100*	-65*	85*	69*	.	-6.8	.	20	-13	17	.
O=C(Cn1c2ccccc2c(=O)c2ccccc21)N/N=C/c1cc([N+](=O)[O-])ccc1N1CCCCCC1	12	-24	60*	17	20	-1.0	2	14	2	7	-13
O=C(N/N=C/c1cccc([N+](=O)[O-])c1)c1cnccn1	-12	4	-3	-51	0	-2.4	1	-40	10	-20	-7
O=C(NCc1cccnc1)c1cc(C2CCCN(C(=O)CCCc3ccccc3)C2)on1 (stereo not given)	-7	-4	-1	-2	.	-2.1	.	-19	-40	23	.
COc1ccc(Nc2cc(=O)n(-c3ccccc3)c3c2c(=O)n(C)c(=O)n3C)cc1	10	-2	3	7	8	0.8	-3	27	-9	-10	-6
CCN1CCN(c2ccc(S(=O)(=O)N3CCCCC3)cc2NC(=O)CCNC(C)=O)CC1	-6	3	-8	7	-5	-0.6	.	9	22	-11	-2
Cc1cc(C)nc(NS(=O)(=O)c2ccc(NC(=S)NC(=O)c3ccco3)cc2)n1	13	6	-1	6	0	3.3	0	13	-6	10	15
Cc1c(C(=O)N2CCCC2)oc2c1-c1nn(CC(=O)NCCCN3CCCCC3)cc1CC2	6	-9	-1	-7	2	-0.7	2	0	-10	2	8
CC(C)C(c1nnnn1C1CCCC1)N1CCOCC1 (stereo not given)	8	4	-9	-2	-5	0.7	-1	16	-8	-4	0

This is a subset, so the mix of outcomes need not match the whole.
